Screens (PubChem BioAssay)
Peg3 promoter = Peg3 promoter-driven luciferase inhibitors, primary screen, cell-based, HeLa, luciferase luminescence; HeLa PEG-Prom luciferase reporter, overnight; inhibition, % at 20 µM; 1.7% of 360,000 active; AID 588405, 2011;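 active means inhibition of at least 50% at 20 µM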
iPSC survival up = enhancers of single-cell hiPSC survival, primary screen, ATPlite luminescence | survival enhancement, % at 20 µM | 0.044% of 360,000 active | 100% = ROCK inhibitor wells, 0% = DMSO; in the data active means survival enhancement above about 18%;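 further: cells exposed to compounds for 16 hours before the ATP read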
NR2E3 ag-1 = inhibitors of NR2E3-RetCOR corepressor binding, primary screen, NR2E3 agonist project, biochemical, TR-FRET, GST-NR2E3, biotin-RetCOR | inhibition of corepressor binding, % at 4.78 µM | AID 2300, 2010 | 1536-well | 0.12% of 320,000 active;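 active means percent inhibition above the cutoff of mean plus 3 SD of all tested compounds, set per screening campaign, cut at about 20% in these data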;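 further: 0% = DMSO wells and 100% = biotin wells as full block of FRET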
Target sequence (Q9Y5X4 whole entry, looked up): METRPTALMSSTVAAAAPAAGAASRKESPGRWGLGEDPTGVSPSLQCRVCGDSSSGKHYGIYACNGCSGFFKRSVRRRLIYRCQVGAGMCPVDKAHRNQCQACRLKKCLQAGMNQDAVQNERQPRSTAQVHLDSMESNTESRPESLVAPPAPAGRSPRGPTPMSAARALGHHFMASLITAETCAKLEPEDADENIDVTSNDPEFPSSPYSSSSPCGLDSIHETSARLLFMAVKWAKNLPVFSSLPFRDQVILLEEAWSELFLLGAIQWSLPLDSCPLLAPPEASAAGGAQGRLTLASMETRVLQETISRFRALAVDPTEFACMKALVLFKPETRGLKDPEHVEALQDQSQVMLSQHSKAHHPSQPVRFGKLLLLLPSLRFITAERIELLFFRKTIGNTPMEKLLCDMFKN
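Material: NR2E3–RetCOR corepressor complex | Quantity: 1.35 nM GST-tagged NR2E3 final | Schedule: 5 h at 4 °C | Replication: Singlicate compound wells | Reagent: RetCOR corepressor, biotinylated, 7 nM | Controls: Biotin wells as high control, 0.6% DMSO wells as low control | Signal: TR-FRET, Eu(K)-anti-GST donor, streptavidin-D2 acceptor, ex 340, em 617/671 nm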
aDG glyco up = activators of alpha-DG glycosylation, primary screen, uHTS, Pro5-aDG cells, AlphaScreen; alpha-DG glycosylation AlphaScreen (IIH6); 0% Pro5, 100% B10-LARGE cell signal; activation, % at 10 µM; 0.22% of 360,000 active;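 active means activation of at least 8% versus controls, or a plate z-score of at least 8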;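 further: Pro5 are CHO cells carrying HIG-tagged alpha-DG that lacks glycosylation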
MITF TRPM1 inh = inhibitors of MITF-dependent TRPM1 promoter reporter, primary screen, cell-based, SK-MEL-5, single point, luciferase | SK-MEL-5 TRPM1 promoter luciferase, 24 h | inhibition, % at 12.5 µM | 0.83% of 330,000 active | AID 488899, 2010;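 active means mean inhibition across replicates of 60% or more, whatever share of single replicates reaches that level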; further: values of inactives mirror those of a sister screen read the other way
KKLEB cytotox = cytotoxicity in KKLEB CF airway cells, primary screen, cytotoxicity control for CF NF-kB inhibitor project, cell-based, uHTS, fluorescence assay plates; AID 602141, 2011; activity change (cytotoxicity), % at 5 µM; KKLEB CF airway cells viability, ATPlite luminescence, overnight; active compounds read low; cells stimulated with P. aeruginosa culture filtrate; 0.36% of 360,000 active;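 active means corrected activity change at or below -50% at 5 µM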
TWEAK-Fn14 inh = inhibitors of TWEAK-Fn14 signaling, primary screen, luciferase reporter cells, uHTS. TWEAK-stimulated Fn14 reporter cells, luciferase luminescence, 8 h. 2% of 360,000 active. AID 1159606, 2016. inhibition, % at 10 µM; in the data active means inhibition above about 50%
NR2E3 ag-2 = NR2E3 agonists in two-hybrid cells, primary screen, cell-based, luminescence, CHO-S, Gal4-NCOR/VP16-NR2E3; AID 602229, 2012; Photoreceptor-specific nuclear receptor (Homo sapiens), Q9Y5X4; luciferase; 0.35% of 360,000 active; inhibition of corepressor binding, % at 3.98 µM;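 active means inhibition above the mean of all tested compounds plus 3 SD, cut at about 70% in these data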;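 further: 0% = DMSO with NR2E3 transfected cells and 100% = cells lacking NR2E3 construct; higher means lower luciferase signal from less NR2E3 corepressor binding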
Shn3 3UTR inh = reduction of Shn3 3'UTR firefly luciferase signal, primary screen, Schnurri-3 inhibitor project, cell-based, Clone20 osteoblasts, set 2; Clone20 osteoblast Shn3 3'UTR firefly luciferase, 24 h; inhibition, % at 12.5 µM; 0.52% of 360,000 active; AID 588674, 2011;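 active means mean inhibition of at least 75% with every replicate also reaching 75%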;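 further: 0% = median of neutral control wells and 100% = pilot-screen positive control compound; some compounds past the cut are filed as inactive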
HIF-2a inh = HIF-2a reporter inhibitors, primary screen, luminescence, 786-0 RCC cells | inhibition, % at 18.8 µM | 786-0 RCC cells HIF-2a reporter, luciferase luminescence, overnight | 0.72% of 360,000 active;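 active means inhibition of the luminescence signal of 40% or more relative to plate controls, in a single-dose primary screen at 18.75 µM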
CF NFkB block = inhibitors of PAF-induced NF-kB signaling, primary screen, cell-based, GFP fluorescence, uHTS. KKLEB NF-kB-GFP reporter, GFP fluorescence overnight. inhibition, % at 5 µM. 0.86% of 360,000 active. AID 588850, 2011;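 active means at least 50% inhibition at 5 µM, scaled per plate between neutral and stimulator controls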;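 further: PAF is a Pseudomonas aeruginosa culture filtrate used as stimulus; plate controls were PAF-stimulated DMSO wells for no effect and unstimulated DMSO wells for full effect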
Starred values were filed as active, the others as inactive; / = not tested or not shown.

1) COc1cc(C(=O)NCCC(=O)NCCCN2CCCCC2C)cc(OC)c1OC (stereo not drawn)
2) Cc1cc(CNC(=O)Cc2ccccc2)c2ccccc2n1
3) N/C(=N\OC(=O)CC1CCCCC1)c1ccc(Cl)cc1
4) CC(=O)Nc1ccc(S(=O)(=O)N2CCCN(S(=O)(=O)c3ccc(NC(C)=O)cc3)CC2)cc1
5) COc1ccc(CNS(=O)(=O)NCc2ccc(C)cc2)cc1
6) Cc1csc2nc(O)c(C(=O)NCCC3=CCCCC3)c(=O)n12
7) COc1nc(OC)nc(Oc2ccc(Cl)cc2[N+](=O)[O-])n1
8) CCC1=NC(c2ccc(OC)cc2)N(O)C1(C)C (stereo not drawn)
9) CN(CC(=O)Nc1ccc(F)c(F)c1F)C(=O)C1=COCCO1
10) Cn1c(N)c(C(=O)CSc2nnnn2-c2ccccc2)c(=O)n(C)c1=O
assay / compound,1,2,3,4,5,6,7,8,9,10
Shn3 3UTR inh,-19,6,-21,-25,-4,7,-13,3,-3,4
Peg3 promoter,17,-48,-96,2,4,-4,12,6,8,4
TWEAK-Fn14 inh,-13,12,-38,-10,8,-9,-1,12,3,-27
CF NFkB block,7,-36,-26,-6,-4,11,-7,-7,14,-5
HIF-2a inh,3,-42,-121,4,15,-10,16,12,12,6
NR2E3 ag-2,-4,-39,2,-1,-25,-8,-30,-22,-9,-12
iPSC survival up,-0.7,-0.4,-0.3,-0.3,-2.2,-0.1,2.1,-0.6,-0.3,-0.2
NR2E3 ag-1,1,-6,1,-2,1,-5,1,-1,0,3
aDG glyco up,-0.1,1.4,-0.4,0.1,-0.4,0.1,0.2,-0.2,-0.1,0.7
KKLEB cytotox,5,-2,2,3,3,2,8,5,-2,3
MITF TRPM1 inh,1,-27,-27,-9,15,0,14,-1,12,5

Ordered by value in TWEAK-Fn14 inh (largest number first): four from the list above.
item | compound | TWEAK-Fn14 inh
8 | CCC1=NC(c2ccc(OC)cc2)N(O)C1(C)C (stereo not drawn) | 12
5 | COc1ccc(CNS(=O)(=O)NCc2ccc(C)cc2)cc1 | 8
7 | COc1nc(OC)nc(Oc2ccc(Cl)cc2[N+](=O)[O-])n1 | -1
4 | CC(=O)Nc1ccc(S(=O)(=O)N2CCCN(S(=O)(=O)c3ccc(NC(C)=O)cc3)CC2)cc1 | -10

Additional results:
11) Cc1cnc(C(=O)OCC(=O)N2CCC(C)CC2)cn1
12) Cc1ccc(S(=O)(=O)N(C)c2ccc(OCC(=O)OCc3cccc(Br)c3)cc2)cc1
13) COc1cc(OC)nc(Oc2ccccc2C(=O)Oc2ccc(Cl)cc2)n1
14) O=S(=O)(c1ccc(OCC(O)CN2CCC(Cc3ccccc3)CC2)cc1)N1CCOCC1 (stereo not drawn)
15) COc1ccc(Cl)cc1N1CC(c2nc3ccccc3[nH]2)CC1=O (stereo not drawn)
16) CC(C)(C)C(O)(CC#CCN1CCCC1)c1ccccc1 (stereo not drawn)
17) CCOC(=O)c1cnn(Cc2ccc(C)cc2)c1N
18) CC(=O)c1ccc(NS(=O)(=O)c2ccc(N/C=C/C(=O)c3ccc(F)cc3)cc2)cc1
19) COc1cccc(NC(=O)N2CCCC(C(=O)NC3CCCCC3C)C2)c1 (stereo not drawn)
20) O=C(O)c1ccc(/C=N/NC(=O)c2cc(-c3ccc4c5c(cccc35)CC4)n[nH]2)cc1
assay / compound,11,12,13,14,15,16,17,18,19,20
Shn3 3UTR inh,-5,-17,10,16,-6,3,-6,-11,-18,-8
Peg3 promoter,3,7,36,-4,-3,-7,-24,-54,-3,-18
TWEAK-Fn14 inh,7,8,-14,-8,12,7,8,-7,4,-16
CF NFkB block,19,4,14,7,3,5,-31,-9,-16,-1
HIF-2a inh,11,15,-2,-1,14,13,-31,-115,6,0
NR2E3 ag-2,10,12,-5,5,-10,-10,-18,-16,6,-66
iPSC survival up,-1.6,-0.6,-0.5,-1.1,2.3,-0.6,-0.7,-0.4,-0.4,5.4
NR2E3 ag-1,/,/,0,-1,1,0,1,-4,6,2
aDG glyco up,-0.2,-0.2,-0.2,0.1,-0.2,0.4,0.7,-0.1,0.0,0.0
KKLEB cytotox,-8,-3,-17,-5,-4,9,1,-2,11,8
MITF TRPM1 inh,-5,-8,3,2,12,12,-7,-4,6,-5

21) CCOc1ccc(/C=N/NC(=O)c2[nH]ncc2Br)c(O)c1
22) CC1CCc2cc(F)ccc2N1C(=O)CSc1nnc2c(n1)[nH]c1ccccc12 (stereo not drawn)
23) CC(=O)NC(CCCCNC(=S)NC1CCCCC1)C(=O)O (stereo not drawn)
24) CCC(C(=O)NC1CCCCCC1)n1nc(C)n2c(cc3occc32)c1=O (stereo not drawn)
25) O=C(COc1ccc2c3c(c(=O)oc2c1)CCC3)Nc1ccc(CN2CCOCC2)cc1
26) O=C(c1cc2c(c(-c3cccc(-c4ccc(F)cc4)c3)n1)[C@H](CCO)N(C(=O)c1ccc3c(c1)OCO3)C2)N1CCOCC1
27) COc1ccccc1C(CNC(=O)c1cccc(S(=O)(=O)Nc2ccc(C)cc2)c1)N(C)C (stereo not drawn)
28) Cc1ccccc1NC(=S)NC1(C)CCS(=O)(=O)C1 (stereo not drawn)
29) CCC(C(=O)Nc1ccccc1Cl)n1nc(C)c2c(C)n(-c3ccccc3)nc2c1=O (stereo not drawn)
30) Cc1cc(NC(=O)CN2C(=O)NC(C)(CCc3ccccc3)C2=O)no1 (stereo not drawn)
assay / compound,21,22,23,24,25,26,27,28,29,30
Shn3 3UTR inh,80,27,-18,-10,-16,/,15,12,18,3
Peg3 promoter,-47,65*,18,22,2,/,-2,-6,17,3
TWEAK-Fn14 inh,76*,38,-12,4,-25,-8,0,-2,-2,1
CF NFkB block,17,-13,7,18,-47,/,-7,19,-2,-2
HIF-2a inh,-134,17,16,9,-16,12,-4,4,26,17
NR2E3 ag-2,-94,-32,-14,12,-4,-17,-15,-13,-28,-23
iPSC survival up,-2.2,-0.8,1.8,-0.6,-0.5,1.0,-0.4,-0.3,0.7,0.0
NR2E3 ag-1,1,-1,5,0,0,/,-3,-1,-5,1
aDG glyco up,1.0,-0.5,0.2,-0.1,-0.1,0.1,0.1,0.2,0.4,-0.4
KKLEB cytotox,1,10,-5,-5,-4,/,-1,0,0,4
MITF TRPM1 inh,11,-5,-1,13,-9,/,-10,-9,6,-5

31) Cc1cc(SCC(=O)OCC(=O)c2c(N)n(C)c(=O)n(C)c2=O)c(C)cc1Br
32) Cc1[nH][nH]c(=O)c1C
33) Cc1ccc(NC(CNS(=O)(=O)c2ccc(Cl)cc2)c2ccccc2)cc1 (stereo not drawn)
34) COc1ccc(Br)cc1C1CC(=O)N2CN(Cc3ccccc3)CSC2=C1C#N (stereo not drawn)
35) O=C(O/N=C(\c1ccccc1)c1ccccn1)c1cccc2ccccc12
36) O=C(CN1C(=O)NC2(CCCC2)C1=O)Nc1ccc(OC(F)(F)F)cc1
37) Cc1cc(C)c(S(=O)(=O)Nc2ccc3[nH]c(=O)[nH]c3c2)c(C)c1
38) COc1cc2ccccc2cc1C(=O)N/N=C/c1cccnc1
39) Clc1ccc(OCCCc2nc(-c3ccncc3)no2)c(Cl)c1
40) Cc1ccccc1C(=O)Nc1ccc(C(=O)N/N=C/c2ccccn2)cc1
assay / compound,31,32,33,34,35,36,37,38,39,40
Shn3 3UTR inh,-11,-2,26,0,-21,-10,2,20,-2,-10
Peg3 promoter,8,-7,4,10,-7,0,7,-4,-15,2
TWEAK-Fn14 inh,-10,-17,28,11,4,12,-6,5,8,8
CF NFkB block,0,15,10,0,27,2,-7,-11,-9,-17
HIF-2a inh,12,18,26,16,4,-3,16,-46,-19,-2
NR2E3 ag-2,-13,3,10,3,-27,-19,-2,-39,-5,-46
iPSC survival up,-0.3,2.0,-1.2,8.1,0.6,-0.3,-1.2,-0.7,-0.2,2.1
NR2E3 ag-1,1,2,2,3,-2,2,0,0,3,4
aDG glyco up,-0.3,1.5,0.0,0.1,0.0,0.0,0.2,0.0,-0.1,-0.2
KKLEB cytotox,2,-2,1,4,-8,2,5,-4,-20,11
MITF TRPM1 inh,3,-10,4,-6,4,-4,0,1,-7,-5

Full records, looked up by structure:
Cc1cc(SCC(=O)OCC(=O)c2c(N)n(C)c(=O)n(C)c2=O)c(C)cc1Br is entered as Shn3 3UTR inh: -11; Peg3 promoter: 8; TWEAK-Fn14 inh: -10; CF NFkB block: 0; HIF-2a inh: 12; NR2E3 ag-2: -13; iPSC survival up: -0.3; NR2E3 ag-1: 1; aDG glyco up: -0.3; KKLEB cytotox: 2; MITF TRPM1 inh: 3
COc1cc2ccccc2cc1C(=O)N/N=C/c1cccnc1 is entered as Shn3 3UTR inh: 20; Peg3 promoter: -4; TWEAK-Fn14 inh: 5; CF NFkB block: -11; HIF-2a inh: -46; NR2E3 ag-2: -39; iPSC survival up: -0.7; NR2E3 ag-1: 0; aDG glyco up: 0.0; KKLEB cytotox: -4; MITF TRPM1 inh: 1

(next part)
41) Nc1nnc(SCC(=O)Nc2cccc(S(=O)(=O)N3CCOCC3)c2)s1
42) COc1cccc(-c2cccc3c2NC(=O)C3(C)Cc2cccc(F)c2)c1 (stereo not drawn)
43) Fc1cccc(/C=N/N=C/c2cccc(F)c2)c1
44) COc1ccc(OC)c(S(=O)(=O)N2CCN(Cc3ccccc3)CC2)c1
45) CC/C(=N\O)c1c(O)c2c(n(-c3ccccc3)c1=O)CCCC2
46) CN(Cc1ccccc1)c1ccc(C(CC(N)=O)NC(=O)c2ccccc2)cc1[N+](=O)[O-] (stereo not drawn)
47) O=C(O)c1ccc(N2C(=O)c3ccccc3C2=O)cc1[N+](=O)[O-]
48) CC1(C(=O)Nc2cccc(Oc3ccccc3)c2)CCN1Cc1ccccc1Cl (stereo not drawn)
assay / compound,41,42,43,44,45,46,47,48
Shn3 3UTR inh,-3,18,-27,11,-23,39,-4,0
Peg3 promoter,5,22,-142,1,-2,19,-1,19
TWEAK-Fn14 inh,-12,18,-25,3,4,2,-7,-14
CF NFkB block,19,-9,-2,0,-11,-5,5,-1
HIF-2a inh,5,19,-120,16,9,22,9,8
NR2E3 ag-2,-30,-1,1,-11,1,2,-5,6
iPSC survival up,1.0,1.8,-2.0,0.5,-0.1,-5.9,2.5,-2.3
NR2E3 ag-1,0,/,2,5,4,3,/,/
aDG glyco up,0.0,0.3,-0.2,0.0,-0.1,-0.1,-0.2,0.1
KKLEB cytotox,-22,19,2,-22,6,-1,0,-2
MITF TRPM1 inh,3,/,-37,5,-10,2,/,/
